Screening results as filed in PubChem BioAssay.
GPR7 antag – antagonists of human GPR7 (neuropeptides B/W receptor 1); GPR7-expressing cells, fluorescence antagonist assay; inhibition, % at 4.4 µM; 290,000 tested, 1.1% active; AID 1861; in the data active = inhibition above about 16%, passing the limit was not always enough;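 note: cells stimulated with the agonist NPW; 0% = agonist with vehicle and 100% = vehicle without agonist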
Target sequence (P48145 whole entry, looked up): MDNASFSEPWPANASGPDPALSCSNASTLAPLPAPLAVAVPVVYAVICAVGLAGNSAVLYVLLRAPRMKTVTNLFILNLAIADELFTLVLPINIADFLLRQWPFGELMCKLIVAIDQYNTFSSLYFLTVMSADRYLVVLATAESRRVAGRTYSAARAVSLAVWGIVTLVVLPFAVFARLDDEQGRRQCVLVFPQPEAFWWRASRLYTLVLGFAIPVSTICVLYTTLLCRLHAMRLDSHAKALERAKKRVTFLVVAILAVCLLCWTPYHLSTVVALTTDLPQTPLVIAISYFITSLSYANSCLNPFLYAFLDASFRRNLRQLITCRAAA
CHO-K1 Ca PAM – nonselective activator or artifact in parental CHO-K1 calcium assay | ATP EC20, Fluo-8 calcium fluorescence; 0% at ATP EC20, 100% at ATP max | activation, % at 3 µM | 360,000 tested, 0.02% active;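 active = activation above the run cutoff, the mean activation of all test compounds plus 3 SD, cut at about 40% in these data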;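 note: peak over basal fluorescence ratio in a 140 s read after ATP addition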
TAAR1 antag – human TAAR1 antagonism; CHO RD-HGA16 TAAR1, Fluo-8 calcium fluorescence, antagonist; 360,000 tested, 1.5% active; inhibition, % at 3 µM;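 active = inhibition above a per-plate cutoff, the mean inhibition of test compounds on that plate plus 3 SD, cut at about 49% in these data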;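 note: 0% = DMSO plus EC80 beta-PEA response and 100% = DMSO alone without agonist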
Target sequence (Q96RJ0 whole entry, looked up): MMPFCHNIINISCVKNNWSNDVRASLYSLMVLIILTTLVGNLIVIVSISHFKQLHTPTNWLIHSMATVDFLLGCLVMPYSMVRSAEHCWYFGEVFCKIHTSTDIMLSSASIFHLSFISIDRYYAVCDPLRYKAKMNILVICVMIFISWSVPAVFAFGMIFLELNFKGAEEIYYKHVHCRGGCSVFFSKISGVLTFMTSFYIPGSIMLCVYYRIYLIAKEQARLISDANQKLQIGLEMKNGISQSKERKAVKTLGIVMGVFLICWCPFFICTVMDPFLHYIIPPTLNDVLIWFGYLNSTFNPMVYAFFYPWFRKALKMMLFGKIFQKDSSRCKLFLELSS
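Test system – hTAAR1-expressing CHO RD-HGA16 cells, Gα16-coupled · Reagent – β-PEA at EC80 concentration, post-compound challenge · Compound dosing – 3 µM, single point · Timing – 140 s kinetic read after compound, 140 s after agonist · Detection – Fluo-8 intracellular calcium dye fluorescence, real-time kinetic reads · Control set – DMSO and EC80 PEA controls · Repeats – n of 1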
V1aR counter – counter-screen for oxytocin receptor agonists: human V1a receptor agonists; CHO-V1R cells, Fluo-8 calcium fluorescence, agonist mode; 0% DMSO, 100% 3 nM vasopressin; AID 2797; 320,000 tested, 0.25% active; P37288; activation, % at 3 µM;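 active = activation above the mean activation of all tested compounds plus 3 SD, per screening run, cut at about 20% in these data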;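 note: signal is peak over basal fluorescence ratio across a 100 second FLIPR read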
Target sequence (P37288 whole entry, looked up): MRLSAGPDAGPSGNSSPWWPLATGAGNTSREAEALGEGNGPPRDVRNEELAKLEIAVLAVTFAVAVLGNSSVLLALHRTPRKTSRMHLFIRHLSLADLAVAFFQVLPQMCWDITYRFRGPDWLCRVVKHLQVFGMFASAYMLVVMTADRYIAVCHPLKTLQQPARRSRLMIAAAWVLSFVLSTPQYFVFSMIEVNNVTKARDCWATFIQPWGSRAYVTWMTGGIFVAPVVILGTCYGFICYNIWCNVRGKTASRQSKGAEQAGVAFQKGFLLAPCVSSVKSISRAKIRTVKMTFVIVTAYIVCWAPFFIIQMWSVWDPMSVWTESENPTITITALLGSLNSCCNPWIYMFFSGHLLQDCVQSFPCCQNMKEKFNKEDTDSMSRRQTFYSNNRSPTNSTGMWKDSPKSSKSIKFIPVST
OXTR ag – agonists of human oxytocin receptor | CHO-OTR cells, Fluo-8 calcium fluorescence; normalized: DMSO 0%, oxytocin 100% | AID 2435 | P30559 | 320,000 tested, 0.32% active | activation, % at 3 µM;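 active = activation above the mean of all tested compounds plus 3 SD, cutoff set per screening run, cut at about 20% in these data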;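 note: peak over basal fluorescence ratio from a 100 s FLIPR kinetic read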
CHO-K1 Ca antag – M1 antagonist counterscreen hit in parental CHO-K1 cells. ATP-induced calcium, Fluo-8 fluorescence. inhibition, % at 3 µM. 360,000 tested, 0.6% active;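 active = inhibition above a per-plate cutoff, the plate's mean sample inhibition plus 3 SD, cut at about 24% in these data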;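 note: 0% = DMSO plus EC80 ATP and 100% = DMSO alone without ATP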
CHO-K1 Ca ag – counter-screen for M1 agonists: effect in parental CHO-K1 cells; Fluo-8 calcium fluorescence; scaled to maximal ATP response, vehicle zero; activation, % at 3 µM; 360,000 tested, 0.48% active; in the data active = activation above about 15%;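 note: untransfected CHO-K1 host cells lacking M1 receptor as counterscreen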
OXTR potentiator – potentiates the human oxytocin receptor response | activation, % at 3 µM | AID 2445 | 320,000 tested, 0.061% active | CHO-OTR cells, Fluo-8 calcium fluorescence, potentiator mode; 0% = oxytocin EC15, 100% = EC100 | P30559;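 active = activation above that plate's cutoff, the mean activation of tested compounds plus 3 SD, cut at about 6.6% in these data, passing the limit was not always enough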;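 note: 100% uses oxytocin at 75 nM as the full agonist control; some results filed as inactive read as strong as hits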
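Material: CHO-OTR cells, human receptor; compound dosing: single dose, 3.0 µM nominal final compound concentration; schedule: 6 min compound pre-incubation at room temperature, 100 s kinetic read; measured by: kinetic Fluo-8 calcium fluorescence; read-out basis: % activation vs EC15 and EC100 oxytocin; controls: EC15 oxytocin alone as 0%, 75 nM oxytocin as 100%; replicates: singlicate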
CHO parental Ca – signal in parental CHO cells, OX1R antagonist counter-screen; parental CHO-K1, ATP-induced calcium, Fluo-8 fluorescence; inhibition, % at 5.6 µM; 330,000 tested, 0.63% active; AID 463079;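 active = inhibition above that plate's mean sample inhibition plus 3 SD, cut at about 26% in these data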;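 note: 0% = ATP-challenged DMSO wells and 100% = DMSO wells without ATP; some compounds past the cut are filed as inactive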
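Test system: untransfected parental CHO cell line; also added: ATP stimulus; dosing: 5.6 µM, single dose; signal: calcium-sensitive Fluo-8 fluorescence; measure: percent inhibition of ATP-evoked calcium rise, normalized to controls; benchmarks: low control ATP plus DMSO, high control DMSO only; replication: one well per compound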
Numbers without * were called inactive; . = no result given.

SMILES	GPR7 antag	CHO-K1 Ca PAM	TAAR1 antag	V1aR counter	OXTR ag	CHO-K1 Ca antag	CHO-K1 Ca ag	OXTR potentiator	CHO parental Ca
O=C(C/C=N/OCc1ccccc1F)c1cnc(-c2ccc(Cl)cc2)s1	-18	-1	10	1.2	0.4	6	-0.4	-7	7
CN(C)c1ccc(C(=S)N2CCCCCC2)cc1	8	11	8	-0.9	-1.3	-5	0.3	-7	-9
COc1ccc(C)cc1NC(=O)CCN1CC(C)OC(C)C1 (stereo unspecified)	-6	21	13	0.8	0.0	-14	-0.1	-7	-16
Cc1cc(C)n(-c2ccc(C(=O)OCC(=O)N3CCN(c4ccccc4)CC3)cc2)n1	.	-7	6	4.8	3.7	-2	2.0	-5	-10
N#CC(Cc1ccc(OC(F)F)cc1)c1nc2ccccc2[nH]1 (stereo unspecified)	-5	13	1	0.0	1.4	1	1.6	-6	-18
O=C1CN=C(Nc2cccc(C(F)(F)F)c2)N1C1CCCC1	-7	17	0	0.2	-1.1	-21	1.1	-4	-23
CCOC(=O)C1=C(C)N(CCCC(=O)O)C(=O)NC1c1ccccc1 (stereo unspecified)	.	19	4	1.3	-0.2	-10	1.2	-4	-4
COc1ccc(CN2C(=O)C(CC(=O)NC3CCCC3)CC(C(=O)N3CCOCC3)=C2C)cc1 (stereo unspecified)	.	-5	-14	.	.	24*	-0.2	.	.
CC(C)CCNC(=O)NC(=O)COc1ccccc1C#N	-12	-4	-1	-0.9	-1.1	-3	-0.1	-14	-27
COc1cc(OC)cc(C(=O)N2CCC3(CC2)NCCc2[nH]cnc23)c1	2	-9	0	-0.1	-0.2	15	-0.5	-6	19
COc1ccc(N2CCN(CC(=O)c3ccc(O)c(C)c3O)CC2)cc1	-6	21	-3	0.0	2.0	-11	4.8	-9	-13
Cc1noc(C)c1C(=O)N(CC(=O)NC1CCCC1)Cc1ccccc1F	-5	6	-25	0.6	-1.0	-8	0.2	0	0
Cc1cccc(N2CCN(C(=O)CS(=O)(=O)Cc3nc(-c4ccccc4F)oc3C)CC2C)c1 (stereo unspecified)	-6	8	34	9.2	5.8	6	4.3	-6	-8
CCOc1ccc2[nH]c(O)c(NC(C)=O)c2c1	-13	-3	-5	-0.5	0.7	8	-0.1	2	0
O=C(O)CSCC(=O)c1ccccc1	-6	11	-9	0.2	0.5	-19	0.3	7	-7
CCOC(=O)c1oc2ccc(S(=O)(=O)n3nc(-c4ccccc4)cc3N)cc2c1C	-2	10	-11	0.1	-0.1	-4	0.6	-9	32*
OCCC1CN(Cc2cccn2-c2ncccn2)CCN1Cc1ccc(F)cc1 (stereo unspecified)	-13	13	-7	-0.1	-0.5	-11	-0.2	-2	0
Cn1c2ccccc2c2c(C(=O)NCC3CCCO3)cn(C3CCCC3)c(=O)c21 (stereo unspecified)	1	14	.	-1.3	-2.0	-3	1.4	2	-26
O=C(/C=C/c1ccco1)N1CCN(S(=O)(=O)c2cccs2)CC1	-5	0	-25	-0.4	0.1	-8	0.8	-4	-19
Cc1cccc(NC(=O)c2csnn2)n1	6	16	8	1.8	0.3	1	1.3	5	3
Cc1cc(C2=NNC(=Nc3ccccc3)SC2)c(C)n1C	-3	-7	-25	0.2	-1.6	8	0.1	-13	-8
Nc1nc(SCC(=O)Nc2ccc(OC(F)(F)F)cc2)[nH]c(=O)c1NC(=O)c1ccc(Br)o1	-3	-17	-28	0.2	-0.2	-5	0.0	-7	6
Cc1cc([N+](=O)[O-])ccc1Nc1nc2ccccc2n2cnnc12	-6	7	-16	2.1	-1.1	-8	2.1	-17	1
CC(=O)Nc1ccc(C(=O)c2ccccc2)cc1	5	4	0	1.3	1.0	-3	-0.1	-5	10
COc1ccc(OC)c(NC(=O)c2cccnc2Sc2ccccc2)c1	-7	-5	-1	0.0	-1.4	3	0.2	-3	-8
O=C(Nc1nnc(C2CC2)s1)c1cc2ccccc2o1	.	18	6	.	.	-5	0.2	.	.
O=C1NC(=O)/C(=C\c2ccc(OCc3cccc([N+](=O)[O-])c3)cc2)N1	-9	2	24	0.8	0.2	4	7.7	-13	3
Cc1cccc(C(=O)NNC(=O)CN2C(=O)c3ccccc3C2=O)c1	-7	-5	-3	0.3	0.3	-2	-0.5	6	-9
Cc1ccc(NC(=O)Cn2c(O)c(N=NC(=O)c3cc4ccccc4cc3O)c3ccccc32)cc1	-4	2	13	0.1	0.2	-3	-0.5	3	-3
CC1Cc2ccccc2N1Cc1ccc([N+](=O)[O-])cc1 (stereo unspecified)	5	7	6	0.1	-0.9	-16	-0.2	-3	-1
COc1ccc(OC)c(NC(=O)N2CCCc3ccccc32)c1	1	8	-11	.	.	-2	-0.1	.	.
O=c1c([N+](=O)[O-])cccn1Cc1cccc(Cl)c1	2	-24	-16	0.5	0.2	20	0.3	-3	5
CCOC(=O)C1CCCN(S(=O)(=O)c2cc(Br)cc3c2N(C(=O)C2CC2)CC3)C1 (stereo unspecified)	-2	18	15	-0.5	-1.4	-9	1.2	-12	-17
CCN(Cc1ccccc1)C(=O)CCNS(=O)(=O)c1ccc2c(c1)CC(C)N2C(C)=O (stereo unspecified)	-14	0	-34	4.3	4.2	-16	6.6	-1	-6
CN(C(=O)COC(=O)c1cccc(S(=O)(=O)N(C)c2ccccc2)c1)C1CCCCC1	.	9	14	3.8	1.8	-4	3.5	-6	-19
CCCOc1ccc(Cc2c(O)nc(SC)[nH]c2=O)cc1C	4	-12	-23	-0.7	-1.2	8	-0.1	-16	-1
Cc1ccc(S(=O)(=O)N2CCCN(S(=O)(=O)c3ccccc3Br)CC2)cc1	.	16	37	.	.	2	4.3	.	-5
COc1ccc(CNC(=O)c2sccc2-c2ccccc2)cc1OC	-5	-2	-22	12	7.6	-3	13	-15	-6
O=C1C=C(c2ccc(Oc3ccccc3)cc2)C[C@@H](c2ccc3c(c2)OCO3)C1	.	24	19	0.5	2.6	-12	2.6	-2	3
CCOc1ccc(CCNC(=O)COC(=O)CSc2ccccc2C)cc1OCC	-8	0	-25	1.0	-0.8	-2	2.2	-8	-16
C=CCOc1ccc(/C=C/C(=O)OCC(=O)N(C)CC(=O)Nc2ccccc2Cl)cc1	.	-14	8	4.5	1.4	24*	2.1	-6	-11
CCn1c(=O)cc(C(F)(F)F)[nH]c1=S	-11	-9	-7	0.4	0.2	-1	0.9	7	-6
COC(=O)C(F)(Sc1c(C)n(C)n(-c2ccccc2)c1=O)C(F)(F)F (stereo unspecified)	0	13	2	1.2	-1.4	-14	0.8	3	-8
CC(=O)Nc1ccc(NC(=O)Cn2cnc(S(=O)(=O)N3CCOCC3)c2)cc1	-2	9	-12	0.5	0.1	-9	0.3	-2	-6
Cc1cc(C)nc(N2CCC(C(=O)Nc3ccc(Oc4ccccc4)cc3)CC2)n1	-13	22	14	0.3	-0.7	-12	0.3	-4	-7
CCCN1C(=O)c2ccccc2NC1c1ccc(Br)cc1 (stereo unspecified)	2	-6	1	-1.7	-1.7	2	0.3	1	-17
CCOc1ccccc1NS(=O)(=O)N(C)C	-5	7	-5	-0.1	0.7	-4	-0.1	-1	2
COc1ccc(-c2noc(CCN3C(=O)c4ccccc4C3=O)n2)cc1OC	-2	10	23	0.3	0.0	10	1.7	4	-20
CCOc1ncccc1C(=O)OCC(=O)Nc1c(C)cc(C)cc1C	0	-3	-13	-1.4	-1.7	15	-0.4	-4	-3
Cc1cc(C(=O)NC2CCCCC2C)c2ccccc2n1 (stereo unspecified)	-4	-5	-32	-0.1	-0.4	-2	0.2	-3	-13
O=C(NCc1cccc(Cl)c1)c1cc(COc2ccc3ncccc3c2)on1	12	-2	22	5.7	6.8	7	12	-29	67*
Cn1c(SCC(=O)Nc2ccc(NC(=O)c3ccccc3F)cc2)nnc1-c1ccncc1	-3	5	.	0.4	0.6	-9	1.4	-3	-5
COC(=O)c1cc(OC)c(OC)cc1NC(=O)CN1CCOCC1	-6	20	7	-0.4	-0.2	-10	1.0	1	-10
COc1ccc(Cc2c(C3CCCCC3)nc3c4ccccc4ccn23)c(C)c1	.	13	-11	.	.	-8	0.7	.	.
COC(=O)c1c(NC(=O)CSc2nnnn2-c2ccc3c(c2)OCO3)sc(C)c1C	-5	9	-9	-0.1	-0.9	-2	0.5	-6	-3
CCCCCC1CC(CC(=O)Nc2ccc([N+](=O)[O-])cc2)OC1=O (stereo unspecified)	25*	17	-26	2.6	-3.0	-7	4.1	-9	-9
O=C(CSc1ncnc2c1cnn2CCO)Nc1cccc(C(F)(F)F)c1	1	-4	11	9.8	11	-1	3.8	-10	-2
CC(Sc1nnc(COc2ccc(Cl)cc2)n1-c1ccccc1)C(=O)O (stereo unspecified)	-13	14	-2	8.1	-0.1	-11	2.2	-1	6
COC(=O)/C(=C1/Oc2ccc(C)cc2S1)C(F)(F)F	-6	8	-12	-0.3	-0.5	-4	1.0	-4	-1
Cc1ccccc1OCc1nc2ccccc2n1C	5	20	-6	-1.2	-1.5	-13	0.1	-4	-10

Sorted by value in GPR7 antag (ascending): three from the list above.
SMILES	GPR7 antag	TAAR1 antag	OXTR potentiator
CCN(Cc1ccccc1)C(=O)CCNS(=O)(=O)c1ccc2c(c1)CC(C)N2C(C)=O (stereo unspecified)	-14	-34	-1
O=c1c([N+](=O)[O-])cccn1Cc1cccc(Cl)c1	2	-16	-3
CC(=O)Nc1ccc(C(=O)c2ccccc2)cc1	5	0	-5

Further results
SMILES	GPR7 antag	CHO-K1 Ca PAM	TAAR1 antag	V1aR counter	OXTR ag	CHO-K1 Ca antag	CHO-K1 Ca ag	OXTR potentiator	CHO parental Ca
COc1ccc(C(=O)CSc2ccc3nnc(-c4cccnc4)n3n2)cc1	-7	2	2	0.3	-1.3	2	0.4	-4	-5
COc1ccccc1C(=O)OCC(=O)NC(C)CCc1ccccc1 (stereo unspecified)	11	-8	-1	0.6	-1.9	-7	0.1	-17	-22
COc1ccc(-c2c(C)c3cc(O)ccc3oc2=O)cc1	-7	8	-21	0.7	-1.2	0	3.0	-6	-11
C=CCN(c1ccc(C(=O)Nc2ccc(C)c(C)c2)cc1)S(C)(=O)=O	-6	18	-4	-0.3	-1.5	2	1.8	-4	-8

Single values from the entries so far.
For OXTR ag, `C=CCN(c1ccc(C(=O)Nc2ccc(C)c(C)c2)cc1)S(C)(=O)=O` has -1.5
For CHO parental Ca, `COc1ccc(C(=O)CSc2ccc3nnc(-c4cccnc4)n3n2)cc1` has -5
For V1aR counter, `COc1ccc(-c2c(C)c3cc(O)ccc3oc2=O)cc1` has 0.7
For CHO-K1 Ca ag, `COc1ccccc1C(=O)OCC(=O)NC(C)CCc1ccccc1` (stereo unspecified) has 0.1
